GLD-1 TGE inh: GLD-1-TGE RNA interaction inhibition (C. elegans). Q17339. purified GLD-1 + fluorescein TGE RNA, fluorescence polarization. inhibition, % at 5.96 µM. 320,000 compounds, 0.44% hits;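 active = percent inhibition above a per-plate cutoff, the plate mean of test compounds plus 3 SD, cut at about 30% in these data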;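 also: 0% = DMSO wells with GLD-1 and probe and 100% = wells lacking GLD-1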
TPT1 inhibitor: blocks Candida albicans tRNA 2'-phosphotransferase; recombinant caTPT1, FP RNA substrate dephosphorylation; inhibition, % at 5 µM; 300,000 compounds, 0.81% hits;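 active = inhibition above the mean of all tested compounds plus 3 SD, set per screening campaign, cut at about 24% in these data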;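 also: plate controls were DMSO alone for no effect and ferristatin control at 100 nM for full effect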
Bcl-xL primary: blocks human Bcl-xL binding to Bim BH3 peptide; GST-Bcl-xL / FITC-Bim BH3 peptide fluorescence polarization; inhibition, % at 10.9 µM; 320,000 compounds, 0.7% hits; AID 2129;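 active = inhibition above the mean of all tested compounds plus 3 SD, cutoff set per campaign, cut at about 30% in these data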;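 also: 0% = DMSO wells and 100% = unlabeled Bim-BH3 peptide competitor; inhibitors lower millipolarization by displacing the labeled peptide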
MCL1 BIM primary: MCL1-BIM-BH3 interaction inhibition (human); Q07820; GST-MCL1 / FITC-Bim-BH3 fluorescence polarization; inhibition, % at 10.9 µM; 320,000 compounds, 0.68% hits; AID 2057;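 active = inhibition above the mean inhibition of all tested compounds plus 3 SD, set per campaign, cut at about 40% in these data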;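 also: 0% = DMSO wells and 100% = unlabeled Bim-BH3 peptide control; higher means more loss of mP so more displacement of Bim peptide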
PME-1 primary: blocks human protein phosphatase methylesterase 1; inhibition, % at 5.9 µM; 320,000 compounds, 0.53% hits; Q9Y570; recombinant PME-1, FP-Rh probe fluorescence polarization;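 active = inhibition above the campaign mean of all compounds plus 3 SD, cut at about 26% in these data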;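 also: competitive labeling of PME-1 active site by serine hydrolase directed probe; 0% = PME-1 with DMSO and 100% = wells lacking PME-1 enzyme; inhibitors block probe labeling so polarization falls and inhibition rises; many of its hits are not listed in these tables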
PAD4 inh: inhibitors of human PAD4. 330,000 compounds, 0.41% hits. Q9UM07. recombinant PAD4, RCA probe fluorescence polarization. inhibition, % at 6.36 µM. AID 485272;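 active = percent inhibition above a cutoff equal to the mean of all tested compounds plus 3 SD, cut at about 15% in these data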;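 also: 0% = PAD4 with RCA probe and DMSO and 100% = probe without PAD4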
Target sequence (Q9UM07 whole entry, looked up): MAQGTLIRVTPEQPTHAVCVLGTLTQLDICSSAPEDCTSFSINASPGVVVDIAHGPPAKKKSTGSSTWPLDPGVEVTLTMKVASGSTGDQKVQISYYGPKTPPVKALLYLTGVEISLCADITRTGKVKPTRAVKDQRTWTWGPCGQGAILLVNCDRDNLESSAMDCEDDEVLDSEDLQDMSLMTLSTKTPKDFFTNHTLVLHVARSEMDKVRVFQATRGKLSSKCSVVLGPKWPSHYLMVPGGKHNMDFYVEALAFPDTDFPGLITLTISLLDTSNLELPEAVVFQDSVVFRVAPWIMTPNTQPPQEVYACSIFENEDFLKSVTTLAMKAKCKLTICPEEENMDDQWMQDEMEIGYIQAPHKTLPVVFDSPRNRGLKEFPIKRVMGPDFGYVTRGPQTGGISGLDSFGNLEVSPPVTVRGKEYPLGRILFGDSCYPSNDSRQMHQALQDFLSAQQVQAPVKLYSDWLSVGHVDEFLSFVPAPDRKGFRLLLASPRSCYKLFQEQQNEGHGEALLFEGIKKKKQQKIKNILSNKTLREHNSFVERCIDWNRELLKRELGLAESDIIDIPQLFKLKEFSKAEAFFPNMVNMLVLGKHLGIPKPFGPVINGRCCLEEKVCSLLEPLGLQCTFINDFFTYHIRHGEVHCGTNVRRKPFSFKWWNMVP
GSTO1 counter: GSTO1 inhibition, counter-screen for RBBP9 inhibitors; inhibition, % at 5.96 µM; P78417; recombinant GSTO1, activity-based probe fluorescence polarization; 300,000 compounds, 1.1% hits;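 active = inhibition above the campaign mean inhibition plus 3 SD, cut at about 35% in these data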;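 also: 0% = GSTO1-1 with DMSO and 100% = wells lacking GSTO1-1 enzyme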
Target sequence (P78417 whole entry, looked up): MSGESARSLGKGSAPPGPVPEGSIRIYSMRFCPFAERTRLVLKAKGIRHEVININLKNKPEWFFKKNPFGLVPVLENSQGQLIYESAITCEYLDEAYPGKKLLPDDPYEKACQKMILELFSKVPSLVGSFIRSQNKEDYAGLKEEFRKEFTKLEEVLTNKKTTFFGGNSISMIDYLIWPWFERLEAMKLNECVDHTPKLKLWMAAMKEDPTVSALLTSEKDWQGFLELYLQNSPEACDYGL
Fam108B inh: counter-screen for RBBP9 inhibitors: inhibitors of mouse Fam108B; AID 1947; 300,000 compounds, 0.33% hits; recombinant Fam108B, FP-Rh probe fluorescence polarization; inhibition, % at 9.51 µM;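 active = inhibition above the screen mean inhibition plus 3 SD, computed separately per campaign, cut at about 18% in these data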;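 also: inhibitors lower polarization as less probe binds the enzyme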
MEX-5 binding: C. elegans MEX-5 TCR-2 RNA binding activity; Q9XUB2; MEX-5/FITC-TCR2 RNA binding, fluorescence polarization; active compounds read low; activity score (negative = inhibition of binding), % at 10 µM; 300,000 compounds, 0.38% hits; AID 1832;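 active = inhibition past about -25% in most replicates, and total fluorescence under double the plate's negative control median, limit read from the data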;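 also: 0% = DMSO and -100% = 5 µM competing unlabeled TCR2 RNA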
Numbers without * were called inactive; x = not tested or not shown. An excerpt; count on the stated rates, not on these rows.

SMILES	GLD-1 TGE inh	TPT1 inhibitor	Bcl-xL primary	MCL1 BIM primary	PME-1 primary	PAD4 inh	GSTO1 counter	Fam108B inh	MEX-5 binding
Cc1ccc(C(=O)O)cc1N1C(=O)c2cccc3cc(Br)cc(c23)C1=O	3	-4	6	6	3	-2	7	1	-3.4
Cc1ccc2nc(-c3cccnc3)oc2c1	-1	0	-3	7	0	1	1	1	-2.4
COc1ccc(OCC(O)CN2C(=O)c3ccccc3S2(=O)=O)cc1 (configuration not stated)	-6	-7	2	-6	-3	-1	-4	-1	-0.6
O=C1CC(N2CCN(c3ccccc3F)CC2)C(=O)N1c1ccc(F)cc1 (configuration not stated)	3	3	1	0	4	2	-5	-2	-2.8
O=C(Cn1ccnc1)c1ccc(Cl)cc1	2	-3	2	2	4	2	6	9	-3.0
COC(=O)c1c(NC(=S)NNC(=O)c2ccc(Cl)s2)sc(C(=O)N(C)C)c1C	0	0	11	2	7	2	8	3	1.4
O=C(Nc1ccc(S(=O)(=O)N2CCOCC2)cc1)c1ccccc1F	2	0	-3	1	-6	-8	-2	-6	-0.3
CN(C)c1ccc(-c2nc3cnccn3c2Nc2ccc3c(c2)OCCO3)cc1	5	1	4	-1	10	2	3	8	-3.8
CN(C(=O)COC(=O)C1(C)CC1(Cl)Cl)c1c(N)n(Cc2ccccc2)c(=O)[nH]c1=O (configuration not stated)	-6	x	-6	-7	1	-2	x	x	x
COc1ccc(C(=O)Nc2ccnn2C2CCN(CCC(C)c3ccc(C)o3)CC2)cc1 (configuration not stated)	4	-2	6	10	4	2	-3	5	-1.4
COc1ccccc1C(O)c1nccn1C (configuration not stated)	0	-6	6	7	-1	-1	2	5	-1.5
Cc1cccc(NS(=O)(=O)c2cc(Cl)ccc2Cl)n1	2	0	-4	-4	9	5	-9	-4	2.6
CC(=O)NC(CC(=O)NC(C)c1ccc(Cl)cc1Cl)c1ccccc1 (configuration not stated)	-9	-1	-5	-5	6	-3	2	-3	-5.1
COc1ccc([C@@H]2[C@@H]3C(=O)N(C(C)(C)C)C(=O)[C@@H]3[C@]3(Cc4ccc(Cl)cc4)C(=O)N(c4ccc(OC)cc4)C(=O)N23)cc1	11	0	1	-2	-5	2	7	-4	2.4
COc1ccc(-c2nn3c(COc4ccccc4)nnc3s2)cc1OC	-10	1	0	0	10	2	-7	-2	-1.2
COc1ccc2c(c1)-c1nc(/N=C/c3ccc(O)c(OC)c3)sc1CC2	8	-1	2	2	0	-4	12	2	x
O=C(CSc1cccc(C(F)(F)F)c1)Nc1cc(S(=O)(=O)N2CCCC2)ccc1Cl	6	-5	8	12	49*	1	-4	-6	0.2
O=C(NCCCCNC(=O)c1c(F)c(F)c(F)c(F)c1F)c1c(F)c(F)c(F)c(F)c1F	3	0	3	-2	-4	3	6	2	-1.5
Cc1ccc(C(=O)/C=C\Nc2ccc(C)c(C)c2)cc1	-6	8	0	-3	1	3	-4	-3	-1.2
NC(=O)C1CCN(C(=O)CCNS(=O)(=O)c2ccccc2F)CC1	4	x	5	0	-1	-5	x	x	x
Cc1coc2c(C)c3oc(=O)cc(-c4ccccc4)c3cc12	7	1	2	2	-6	5	4	-1	-1.8
O=Cc1ccc(-n2cccn2)cc1	3	3	7	3	-6	-6	3	7	0.9
Cc1csc(SCC(=O)c2c(N)n(CC(C)C)c(=O)n(C)c2=O)n1	4	3	6	6	-3	-3	1	-2	2.1
CCS(=O)(=O)N1CCCC(C(=O)c2ccc(OC)cc2C)C1 (configuration not stated)	8	0	2	-5	-2	-1	-4	-1	-5.1
Cc1nnc(SCC(=O)Nc2ccc3c(c2)OCO3)[nH]c1=O	4	0	3	4	1	-2	-2	-2	-2.5

Compounds listed so far with four or more nitrogen atoms:
SMILES	GLD-1 TGE inh	TPT1 inhibitor	Bcl-xL primary	MCL1 BIM primary	PME-1 primary	PAD4 inh	GSTO1 counter	Fam108B inh	MEX-5 binding
COC(=O)c1c(NC(=S)NNC(=O)c2ccc(Cl)s2)sc(C(=O)N(C)C)c1C	0	0	11	2	7	2	8	3	1.4
CN(C)c1ccc(-c2nc3cnccn3c2Nc2ccc3c(c2)OCCO3)cc1	5	1	4	-1	10	2	3	8	-3.8
CN(C(=O)COC(=O)C1(C)CC1(Cl)Cl)c1c(N)n(Cc2ccccc2)c(=O)[nH]c1=O (configuration not stated)	-6	x	-6	-7	1	-2	x	x	x
COc1ccc(C(=O)Nc2ccnn2C2CCN(CCC(C)c3ccc(C)o3)CC2)cc1 (configuration not stated)	4	-2	6	10	4	2	-3	5	-1.4
COc1ccc(-c2nn3c(COc4ccccc4)nnc3s2)cc1OC	-10	1	0	0	10	2	-7	-2	-1.2
Cc1csc(SCC(=O)c2c(N)n(CC(C)C)c(=O)n(C)c2=O)n1	4	3	6	6	-3	-3	1	-2	2.1
Cc1nnc(SCC(=O)Nc2ccc3c(c2)OCO3)[nH]c1=O	4	0	3	4	1	-2	-2	-2	-2.5

(next part)
SMILES	GLD-1 TGE inh	TPT1 inhibitor	Bcl-xL primary	MCL1 BIM primary	PME-1 primary	PAD4 inh	GSTO1 counter	Fam108B inh	MEX-5 binding
CCOC(=O)c1ccc(OS(=O)(=O)c2ccccc2)c(OC)c1	17	-2	5	14	4	-5	-1	-3	-0.5
Cc1occc1C(=O)NNC(=O)Cc1ccccc1	7	2	1	2	6	0	7	6	-1.1
C#CCOCCOCCOCCNc1nc(N2CCN(C(=O)CCCCCCCCCCNC(=O)[C@H](CCCCN)n3cc(C)nn3)CC2)nc(N2CCN(C(=O)CCCCCCCCCCNC(=O)[C@@H]([C@H](C)O)n3cc(C)nn3)CC2)n1	1	-3	5	7	-3	2	-3	3	x
COc1ccc(NC(=S)NCCc2ccc(F)cc2)c(OC)c1	2	0	4	7	6	-4	3	-3	1.2
CCOC(=O)c1ccccc1NC(=O)CSc1nnc(C(C)C)n1CC	6	-1	2	0	-4	-3	-4	4	-0.9
O=S(=O)(c1ccc2nc(SCc3ccc(Cl)cc3)[nH]c2c1)N1CCOCC1	0	0	5	-3	-18	-2	-7	-2	1.8
CN(CC(=O)NC(=O)NC1CCCCC1)CC(=O)Nc1ccc(OC(F)(F)F)cc1	6	x	0	-2	3	-3	x	x	x
COc1ccccc1C(=O)O/N=C(/C)c1ccc(N2C(=O)C3CCCCC3C2=O)cc1 (configuration not stated)	-5	-3	2	0	-2	2	-10	3	3.8
O=S1(=O)N=CN(Cc2cccc(F)c2)c2ccccc21	1	2	7	12	1	-3	4	-3	0.8
Cc1ccc(C2(C)CC(C)(C)N(C(=O)CSc3nnc(C)s3)c3ccccc32)cc1 (configuration not stated)	-2	-3	3	-2	-7	-2	0	4	1.7
Nc1nc(SCC(=O)O)[nH]c(=O)c1NC(=O)c1ccccc1F	-9	-2	6	1	-5	-4	0	-2	-1.1
O=C(/C=C/c1ccco1)N(Cc1cccc(F)c1)C1CCS(=O)(=O)C1 (configuration not stated)	-3	5	9	4	4	-1	1	3	x
O=C(Cn1c(=O)sc2ccccc21)Nc1ccc(S(=O)(=O)N2CCCC2)cc1	5	-1	4	1	14	-5	5	-4	-0.1
COCCSc1nnc(NC(=O)CCS(=O)(=O)c2ccccc2)s1	5	-3	6	-4	2	4	1	1	3.6
O=C(Nc1ccc2[nH]ccc2c1)c1ccccc1	-7	-1	0	6	2	4	0	-1	3.8
COc1cccc(-c2nc(-c3ccccc3)nc(N3CCN(C)CC3)c2C#N)c1	1	-6	6	3	-3	-4	-1	2	2.2
COc1cccc(CC(=O)Nc2nc(C)cs2)c1	0	-2	5	5	5	-1	2	2	2.3
Cc1ccccc1NC(=S)N=Nc1c(O)n(C)c2ccc(S(=O)(=O)N3CCOCC3)cc12	-2	-3	10	13	6	-6	36*	11	1.9
O=C(NCCN1CCN(C(=O)c2cccc(Br)c2)CC1)C(=O)NCc1ccccc1	-5	1	1	8	6	-4	-3	5	-1.2
COc1ccc2cc3cc(C(=O)N4CCN(c5ccccc5)CC4)oc3nc2c1	2	1	5	6	-5	-7	-2	-3	-0.3
CN(C(=O)COc1ncnc2c1cnn2-c1ccccc1)C1CCCCC1	2	6	0	2	-8	-7	-1	1	0.0
O=C(CCCOc1ccc(Cl)cc1Cl)NNC(=O)c1ccc(NC(=O)c2ccccc2)cc1	1	-5	2	0	-5	4	-4	-13	-1.3
COc1cccc(OC)c1OCCN(C)C	-10	0	-3	-5	3	-4	1	3	0.5
COc1ccc(OC)c(C(=O)CN2C(=O)NC(C)(c3ccccc3)C2=O)c1 (configuration not stated)	1	0	-1	-5	0	4	0	1	1.6
C=CCNC(=O)CN1CCC(c2nc3ccccc3[nH]2)CC1	0	-3	9	7	2	-3	-6	1	1.1

PME-1 primary: entries above that show a hit
mol	GLD-1 TGE inh	TPT1 inhibitor	Bcl-xL primary	MCL1 BIM primary	PME-1 primary	PAD4 inh	MEX-5 binding
O=C(CSc1cccc(C(F)(F)F)c1)Nc1cc(S(=O)(=O)N2CCCC2)ccc1Cl	6	-5	8	12	49*	1	0.2

Next part:
SMILES	GLD-1 TGE inh	TPT1 inhibitor	Bcl-xL primary	MCL1 BIM primary	PME-1 primary	PAD4 inh	GSTO1 counter	Fam108B inh	MEX-5 binding
O=C(O)c1cccc(NS(=O)(=O)c2ccc(NC(=O)c3ccco3)cc2)c1	-6	-2	6	5	-3	-1	-6	8	-0.5
O=[N+]([O-])c1cc(C(F)(F)F)cc([N+](=O)[O-])c1NN=C1CCCCC1	1	-3	15	34	6	-1	37*	7	-2.8
COc1ccc(S(=O)(=O)NCc2cccnc2)cc1Br	1	0	3	2	4	-3	0	0	-1.2
COc1ccc(S(=O)(=O)N2CCOCC2)cc1NC(=O)CCNC(=O)c1ccc(Br)cc1	-1	3	7	6	10	-3	1	-2	0.4
CCCn1c(=O)c(C(=O)NNS(=O)(=O)c2ccc(NC(=O)OC)cc2)c(O)c2ccccc21	-5	-2	2	2	4	0	3	2	-0.6
Cc1ccc2cc(CCNC(=O)c3ccc4c(c3)OCO4)c(=O)[nH]c2c1C	9	-4	2	-2	5	-3	-2	0	0.5
Cc1cc(NC(=O)Nc2ccc(Cl)c(Cl)c2)no1	0	-5	2	-3	-8	-3	-21	-5	3.8
Cc1oc(-c2cccc(Cl)c2)nc1CSCC(=O)O	-4	-1	1	5	7	0	1	-2	0.2
CC(=O)c1ccc(OC(=O)C(CCS(C)(=O)=O)N2C(=O)c3ccccc3C2=O)cc1 (configuration not stated)	4	0	3	5	5	-5	3	1	0.6
CCc1ccc(N2C(=O)CN(Cc3cccs3)C2=S)cc1	-1	3	2	1	-4	-4	16	0	0.8
Cc1ccsc1/C=N/NC(=O)CO	5	4	-5	0	-3	0	1	2	-0.2
Cc1cccn2c(=O)c3cc(C(=O)N4CCN(C(=O)c5ccco5)CC4)n(C)c3nc12	-8	-3	7	6	-4	-6	4	7	-1.7
CCN(CC)S(=O)(=O)c1ccc2oc(Nc3ccc(OC)cc3OC)nc2c1	8	2	-10	-9	12	1	-1	5	-0.6
CCOC(=O)c1cnc(-n2nc(C)cc2C)nc1NCCc1ccccc1	-7	3	-2	4	5	-4	-9	1	16
